Bioassay records deposited in PubChem by National Center for Advancing Translational Sciences (NCATS).
PLK1 PBD block – qHTS for Inhibitors of PLK1-PDB (polo-like kinase 1 - polo-box domain): Primary Screen | Serine/threonine-protein kinase PLK1 (Homo sapiens), P53350 | Potency, µM, for inactives: max response, negative = inhibition, usual class: inhibitors | hit rate 2.8% among 360,000 | Plk1 PBD binding of FITC phosphopeptide, fluorescence polarization; further: potency means the concentration at half of the fitted maximal effect; series mostly up to about 57 µM; on the % scale 0 is the no-effect control and ±100 the full control effect; nearly all actives have a fitted effect of over 65% in size
Target sequence (P53350 whole entry, looked up, the tested form may be a part): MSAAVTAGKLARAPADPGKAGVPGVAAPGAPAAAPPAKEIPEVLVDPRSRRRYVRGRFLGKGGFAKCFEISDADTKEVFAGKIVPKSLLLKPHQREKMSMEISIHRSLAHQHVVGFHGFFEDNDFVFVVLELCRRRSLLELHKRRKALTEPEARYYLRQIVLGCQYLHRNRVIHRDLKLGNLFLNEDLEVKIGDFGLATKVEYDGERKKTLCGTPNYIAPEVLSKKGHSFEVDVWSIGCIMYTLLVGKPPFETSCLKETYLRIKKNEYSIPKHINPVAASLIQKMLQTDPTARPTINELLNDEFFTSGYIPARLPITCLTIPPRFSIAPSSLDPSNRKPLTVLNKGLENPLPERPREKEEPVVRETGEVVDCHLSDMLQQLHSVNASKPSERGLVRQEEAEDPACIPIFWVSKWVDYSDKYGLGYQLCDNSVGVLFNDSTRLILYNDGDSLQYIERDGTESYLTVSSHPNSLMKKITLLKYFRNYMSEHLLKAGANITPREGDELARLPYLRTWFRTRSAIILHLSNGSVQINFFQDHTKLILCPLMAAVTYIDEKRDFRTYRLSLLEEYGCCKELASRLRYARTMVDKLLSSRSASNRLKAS
PI5P4K alpha inh – qHTS for Inhibitors of phosphatidylinositol 5-phosphate 4-kinase (PI5P4K); hit rate 1.2% among 330,000; max response, %; PI5P4Kalpha enzyme, ADP-Glo luminescence, 60 min; active compounds read low; Phosphatidylinositol 5-phosphate 4-kinase type-2 alpha (Homo sapiens), P48426; AID 652105, 2013; active means max response of -50% or lower; inconclusive means between -30% and -50%; inactive means -30% or higher; further: value at the top dose of about 77 µM; on the % scale 0 is the no-effect control and ±100 the full control effect
Target sequence (P48426 whole entry, looked up): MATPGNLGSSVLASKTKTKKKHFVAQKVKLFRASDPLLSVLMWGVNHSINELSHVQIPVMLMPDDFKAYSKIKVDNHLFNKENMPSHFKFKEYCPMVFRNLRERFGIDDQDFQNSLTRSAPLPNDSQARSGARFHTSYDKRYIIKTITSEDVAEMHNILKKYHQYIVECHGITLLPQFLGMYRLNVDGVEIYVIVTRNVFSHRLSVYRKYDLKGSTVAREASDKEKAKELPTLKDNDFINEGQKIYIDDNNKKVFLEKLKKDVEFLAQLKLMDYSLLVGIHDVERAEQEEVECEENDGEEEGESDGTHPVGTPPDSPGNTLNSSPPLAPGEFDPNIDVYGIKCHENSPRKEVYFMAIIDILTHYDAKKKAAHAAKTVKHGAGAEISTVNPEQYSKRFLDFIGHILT
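PI5P4Kalpha ADP-Glo assay; 5 microM ATP final; 60 min RT reaction; HEPES pH 7.4/EGTA/CHAPS, 5% DMSO; controls lacking substrate or enzyme; luminescent end-point.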
CCT modulator – High-Throughput Screening for Modulators of Cytosolic Chaperonin Activity; purified chaperonin ATPase assay, HTRF ADP detection, 30 min; activity change, % (concentration not given with the values), hits read low; hit rate 0.3% among 360,000; AID 651819, 2012; in the data active means activity change below about -30%; further: on the % scale 0 is the no-effect control and ±100 the full control effect
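ATPase activity: ADP formed was measured by HTRF Transcreener (665/615 nm ratio) after 30 min at 37 deg C with 10 uM ATP. Compounds screened at one 76 uM concentration against 40 or 20 nM TRiC in Tris pH 7.4/KCl/MgCl2/DTT buffer.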
EPAC1 antagonist – qHTS for Antagonist of cAMP-regulated guanine nucleotide exchange factor 3 (EPAC1): primary screen; Rap guanine nucleotide exchange factor 3 (Homo sapiens), O95398; EPAC1 GEF assay, Rap1b-BODIPY-GDP exchange fluorescence; Potency, µM (top dose mostly 115 µM), for inactives: at the top dose activity change, negative = inhibition, hits mostly inhibitors; hit rate 0.14% among 360,000; AID 720709, 2013;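 further: potency means the concentration at half of the fitted maximal effect; plate controls were vehicle for no effect and positive control for full effect; nearly all actives have a fitted effect of over 50% in size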
EPAC2 antag – qHTS for Antagonist of cAMP-regulated guanine nucleotide exchange factor 2 (EPAC2): primary screen; Potency, µM (top dose mostly 114 µM), for the others: top-dose activity, negative = inhibition, most hits filed as inhibitors; EPAC2 GEF exchange of Rap1B-BODIPY-GDP, fluorescence; hit rate 0.18% among 360,000; Rap guanine nucleotide exchange factor 4 (Homo sapiens), Q8WZA2; AID 720708, 2013; further: potency means the concentration at half of the fitted maximal effect; on the % scale 0 is the no-effect control and ±100 the full control effect; nearly all actives have a fitted effect of over 45% in size; many of its hits are not listed in these tables
MmCpn inh – Inhibitors of TCP-1 ring complex (TRiC) of Methanococcus maripaludis (MmCpn): qHTS; purified Mm-Cpn ATPase, ADP Transcreener TR-FRET; Potency, µM (titrated, usually from 76.9 µM), for the others: top-dose activity, negative = inhibition, usual class: inhibitors; hit rate 0.031% among 330,000; Chaperonin Mm-Cpn (Methanococcus maripaludis); AID 504842, 2011; further: potency means the concentration at half of the fitted maximal effect; on the % scale 0 is the no-effect control and ±100 the full control effect; nearly all actives have a fitted effect of over 80% in size
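Inhibition of chaperonin ATP hydrolysis is measured as reduced ADP production, detected by competitive TR-FRET in which signal falls with ADP. Final enzyme 25 nM and ATP 10 uM, reacted 30 min at 37°C.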
WRN helicase inh – qHTS for Inhibitors of WRN Helicase. Potency, µM (titrated, usually from 114 µM), inactives show at the top dose activity change, negative = inhibition, usual class: inhibitors. hit rate 0.46% among 360,000. WRN helicase unwinding, fluorescent forked duplex, kinetic; further: potency means the concentration at half of the fitted maximal effect; on the % scale 0 is the no-effect control and ±100 the full control effect; nearly all actives have a fitted effect of over 55% in size
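Kinetic fluorescence helicase assay: unwinding of a quenched forked DNA duplex (100 nM final) with 2 mM ATP final raises red fluorescence (525/598 nm). Compounds sat 15 min at room temperature with 20 nM WRN beforehand.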
EPAC1 agonist – qHTS for Agonist of cAMP-regulated guanine nucleotide exchange factor 3 (EPAC1): primary screen; Rap guanine nucleotide exchange factor 3 (Homo sapiens), O95398; EPAC1 agonist qHTS, biochemical assay; response scale: 100% = response to 6.5 mM cAMP; Potency, µM (highest dose often 154 µM), inactives show at the highest dose activation, actives largely listed as activators; hit rate 0.073% among 360,000; AID 720707, 2013; further: potency means the concentration at half of the fitted maximal effect; nearly all actives have a fitted effect of over 60% in size
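Compounds were pinned as a concentration titration into mixtures of EPAC1 (100 nM), BODIPY-GDP-loaded Rap1B (250 nM) and GDP (50 uM). After 5 min at room temperature, fluorescence was followed for 30 min; activity was scaled to 6.5 mM cAMP.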
* hit, by the source's call; ? = inconclusive; . = no result given; [ ] = remark or other dose. Unless noted, the call rests on the fitted dose curve; in most records, active means well fitted curve in the direction sought with a large enough effect; inconclusive means small, poorly fitted or top-dose-only effect, or another doubt; inactive means no such curve, though single readings can be large; an effect the other way counts as inactive or inconclusive. This is a subset; rates above refer to the full screens.

nr | Molecule | PLK1 PBD block | MmCpn inh | WRN helicase inh | EPAC2 antag
1 | Fc1ccc(-c2nnc(-c3ccc4ccccc4c3)o2)cc1 | -7% | . | -5% | 0%
2 | Cc1ccc(Cn2nc(C)c(C(=O)NCC(c3cccs3)N3CCOCC3)c2Cl)cc1 (configuration not stated) | 0% | 1% | 4% | 0%
3 | COc1cccc(C2/C(=C(\O)c3ccc4c(c3)OCCO4)C(=O)C(=O)N2c2nnc(C)s2)c1 (configuration not stated) | -17% | -24% | -6% | 2%
4 | COc1ccc(C(=O)NC(=S)Nc2cccc(Cl)c2N2CCOCC2)cc1[N+](=O)[O-] | 2% | 2% | -7% | -5%
5 | CNc1ncnc(NC)c1[N+](=O)[O-] | -1% | . | -6% | 3%
6 | O=C(O)CCCC(=O)N1N=C(c2ccccc2)CC1c1ccc2c(c1)OCO2 (configuration not stated) | 6% | -2% | -2% | 6%
7 | Cc1ccc(NC(=O)Cn2sc3ccccc3c2=O)cc1 | 2.4µM* | . | 0% | 1%
8 | O=C(Nc1ccncc1NC(=O)c1cccc([N+](=O)[O-])c1)c1cccc([N+](=O)[O-])c1 | -3% | 0% | 2%[57.1 µM] | -3%

nr | EPAC1 agonist | PI5P4K alpha inh | EPAC1 antagonist | CCT modulator
1 | 4% | -2 | -15% | 1.2
2 | ? | 2 | -6% | 2.7
3 | 8% | 1 | ? | -4.3
4 | 8% | . | -1% | -0.4
5 | 10% | -3 | -6% | -1.3
6 | 0% | -5 | 16% | -1.4
7 | 4% | -87* | 2% | -0.1
8 | 1% | -1 | -5% | -2.9

The last three compounds of the section above lead into the next:
nr | Molecule | PLK1 PBD block | MmCpn inh | WRN helicase inh | EPAC2 antag
6 | O=C(O)CCCC(=O)N1N=C(c2ccccc2)CC1c1ccc2c(c1)OCO2 (configuration not stated) | 6% | -2% | -2% | 6%
7 | Cc1ccc(NC(=O)Cn2sc3ccccc3c2=O)cc1 | 2.4µM* | . | 0% | 1%
8 | O=C(Nc1ccncc1NC(=O)c1cccc([N+](=O)[O-])c1)c1cccc([N+](=O)[O-])c1 | -3% | 0% | 2%[57.1 µM] | -3%
9 | CC1CN(C(c2ccco2)c2sc3ncnn3c2O)CC(C)O1 (configuration not stated) | -7% | 1% | 3% | 6%
10 | CCOC(=O)c1cc2sc(C)cc2n1CC(=O)N1CCc2ccccc21 | -4% | -1% | -3% | -1%
11 | COc1ccc(C(C)=O)cc1CSc1nnc2c(Cl)cc(Cl)cn12 | -3% | -2% | -1% | 10%
12 | COc1ccc(N2CCN(CCNC(=O)C3CC(=O)N(C4CCCC4)C3)CC2)cc1 (configuration not stated) | -2% | -1% | -4% | 4%
13 | Cc1ccc(C)c(N2CCN(CCCNC(=O)Cn3cccc3C(=O)c3ccccc3C)CC2)c1 | 16% | -1% | -7% | ?
14 | C[C@H](CO)N1C[C@H](C)[C@@H](CN(C)Cc2ccccn2)Oc2ncc(-c3ccccc3)cc2C1=O | -8% | . | -2% | 1%
15 | CN(CC(=O)Nc1ccc(F)cc1)C(=O)COC(=O)CSc1ccc(F)cc1 | -2% | 1% | -6% | -1%
16 | N#Cc1c(N)n(C2OC(CO)C(O)C2O)c2ncnc(N)c12 (configuration not stated) | 1% | . | 6% | -1%

nr | EPAC1 agonist | PI5P4K alpha inh | EPAC1 antagonist | CCT modulator
6 | 0% | -5 | 16% | -1.4
7 | 4% | -87* | 2% | -0.1
8 | 1% | -1 | -5% | -2.9
9 | 5% | 2 | 9% | -1.4
10 | 4% | . | 2% | 2.2
11 | -3% | -15 | 5% | -2.1
12 | 1% | . | 3% | -3.4
13 | -12% | 24 | -19% | -1.6
14 | -10% | -2 | -5% | 1.1
15 | 1% | 1 | -7% | -4.3
16 | -1% | ? | 0% | -1.9

The results go on:
nr | Molecule | PLK1 PBD block | MmCpn inh | WRN helicase inh | EPAC2 antag
17 | COc1ccc(N2CCN(C(=S)NCCc3ccccc3)CC2)cc1 | 27µM* | . | 3% | 0%
18 | CN(Cc1ccccc1)C(=O)COC(=O)c1cc2ccccc2oc1=O | -4% | 0% | -10% | -8%
19 | O=C(Nc1csc([N+](=O)[O-])c1)Nc1c(Cl)cccc1Cl | -7% | 0% | -3% | 4%
20 | C=C(C)C(=O)Nc1cccc(C2=NOC3(C2)C[C@H](C(N)=O)N(C(=O)COc2ccc(Cl)cc2)C3)c1 (some centres not stated) | 24µM* | -4% | ? | 4%
21 | COc1cc(S(=O)(=O)Nc2cccnc2)ccc1F | -1% | 0% | -10% | -7%
22 | O=C(NCC1CCCO1)c1cccnc1NCc1ccc(F)cc1 (configuration not stated) | -4% | 3% | -14% | -13%
23 | COc1cccc(CN2CC(C(=O)N(C)Cc3ccc(C)cc3)CCC2=O)c1 (configuration not stated) | -11% | -3% | -2% | -11%
24 | Cc1ccc(C(=O)N2CCCC2(C)C(=O)NCC(C)C)cc1F (configuration not stated) | -1% | . | 1% | 4%

nr | EPAC1 agonist | PI5P4K alpha inh | EPAC1 antagonist | CCT modulator
17 | -10% | -14 | 13% | 1.4
18 | 12% | 0 | -2% | -1.9
19 | 3% | 0 | -2% | 0.4
20 | 13% | ? | -29% | 1.6
21 | 7% | 2 | -3% | 4.2
22 | -2% | 0 | -7% | -8.6
23 | 13% | 2 | 3% | -2.2
24 | 1% | -9 | -3% | -1.1

The list goes on.
nr | Molecule | PLK1 PBD block | MmCpn inh | WRN helicase inh | EPAC2 antag
25 | CN(C)C(=O)c1ccc(NC(=O)COc2cccc3c2OC(C)(C)C3)cc1 | 6% | 1% | -2% | -1%
26 | O=C(COC(=O)/C=C/c1ccccc1)NCc1ccco1 | -2% | . | 7% | 33%
27 | CC1CN(S(=O)(=O)c2cccc(C(=O)Nc3ccccc3N3CCCCC3)c2)CC(C)O1 (configuration not stated) | 0% | 2% | -11% | -5%
28 | CCOc1ccccc1NC(=O)Nc1ccc(OC)nc1 | -15% | 1% | -8% | 4%
29 | CC(=O)c1ccc(S(=O)(=O)N(Cc2cc3cc4c(cc3[nH]c2=O)OCCO4)CC2CCCO2)cc1 (configuration not stated) | -8% | -6% | 2% | 0%
30 | COc1ccc(-c2c(-c3ccccc3OC)oc3ccccc23)cn1 | 2% | -4% | 5% | ?
31 | CC(Nc1ncnc2sccc12)c1ccccc1 (configuration not stated) | 11% | 2% | 1% | -17%
32 | Cc1cccc(NC(=O)NCC(F)(F)F)n1 | -1% | 0% | 4% | 7%

nr | EPAC1 agonist | PI5P4K alpha inh | EPAC1 antagonist | CCT modulator
25 | 10% | 4 | -7% | 0.5
26 | -2% | -12 | 0% | -56*
27 | 10% | 15 | -30% | -1.4
28 | 12% | 3 | 6% | -2.5
29 | 7% | . | 2% | 3.0
30 | -10% | 29 | -8% | -0.5
31 | 6% | 5 | -5% | 2.5
32 | 0% | . | 11% | -2.2

Additional records
nr | Molecule | PLK1 PBD block | MmCpn inh | WRN helicase inh | EPAC2 antag
33 | O=C(Nc1nnc(-c2ccc(F)cc2)o1)c1ccc(S(=O)(=O)N2CCOCC2)cc1 | 3% | 3% | -1% | 4%
34 | COc1cc(C(=O)NCCCN2CCCC2=O)cc(Br)c1OCc1ccccc1 | -7% | -4% | -4% | -4%
35 | O=C(c1cc(Br)c(Br)s1)N1CCN(c2ccccn2)CC1 | -14% | 4% | -29% | 5%
36 | Cc1ccccc1C(=O)N[C@H](C(=O)Nc1ccc(Cl)c(Cl)c1)C(C)C | -5% | 0% | 7% | 11%
37 | Cc1n[nH]c(C)c1S(=O)(=O)N1CCCC(C(=O)NCc2ccc(F)cc2)C1 (configuration not stated) | -7% | 4% | -2% | 4%
38 | CC(C)(C)c1ccc(NC(=O)COc2ccc(-n3ccnc3)cc2)cc1 | 1% | 1% | -5% | 1%
39 | O=C(CN1CCN(c2ccccc2F)CC1)NC(=O)NCc1ccco1 | -10% | 0% | -6% | 16%
40 | CNC(=O)N(O)C1N(/N=C/c2ccc(SC)cc2)C(=S)SC1(C)C (configuration not stated) | -8% | 0% | -6% | 3%

nr | EPAC1 agonist | PI5P4K alpha inh | EPAC1 antagonist | CCT modulator
33 | -7% | 0 | -13% | 0.4
34 | -3% | 2 | 7% | -2.2
35 | 8% | 4 | 10% | 0.5
36 | -1% | -4 | 8% | -0.5
37 | 19% | -2 | -1% | 1.4
38 | -10% | 4 | -8% | -1.2
39 | -5% | -18 | 1% | -0.6
40 | 2% | 2 | -20% | -2.7

(list continues)
nr | Molecule | PLK1 PBD block | MmCpn inh | WRN helicase inh | EPAC2 antag
41 | COc1ccc(NC(C(=O)Nc2cccc(C(C)=O)c2)c2ccccc2)cc1 (configuration not stated) | -7% | -1% | -5% | -11%
42 | COc1ccc(S(=O)(=O)Nc2ccccc2C(=O)NCc2cccnc2)cc1C | -2% | 0% | -10% | -7%
43 | CCOC(=O)C1=C(C)NC(=O)C1(NC(=O)c1cccnc1)C(F)(F)F (configuration not stated) | -8% | 1% | 3% | -3%
44 | Cc1nnc(SCC(=O)NC(C)(C)C)n1NCc1c(F)cccc1Cl | -2% | 5% | 2% | -1%
45 | Cc1ccc(S(=O)(=O)N2CCCCC2)cc1NC(=O)C1CC(=O)N(c2ccc3c(c2)OCCO3)C1 (configuration not stated) | -5% | -1% | -1% | 25%
46 | COc1cc(OC)cc(C(=O)NC(=S)Nc2ccc(NC(=O)c3ccco3)cc2)c1 | -4% | -1% | -17%[57.1 µM] | -6%
47 | CC(=O)OCCN(CCCn1c(-c2ccncc2)nc2ccccc21)c1nc(-c2ccc(C)cc2)cs1 | 0% | -2% | -2% | -7%

nr | EPAC1 agonist | PI5P4K alpha inh | EPAC1 antagonist | CCT modulator
41 | 21% | -12 | -27% | -5.7
42 | 1% | -6 | -17% | -0.6
43 | 10% | . | 5% | -3.0
44 | 7% | 1 | -3% | -2.5
45 | 3% | 2 | 6% | 1.2
46 | -2% | 1 | -8% | -1.6
47 | -6% | 2 | -20% | 1.0
